From PubChem
MEP2-GFP yeast = alters MEP2-GFP fluorescence in TOR pathway yeast screen. S. cerevisiae MEP2-GFP strain, flow cytometry GFP, 3 h; 100% = DMSO control level. actives 0.51% (n = 330,000). GFP response vs DMSO, % at 10 µM;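 active means GFP response versus DMSO above a set limit, roughly screen mean plus 3 SD, cut at about 180% in these data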;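 further: median GFP fluorescence of the barcode-gated MEP2-GFP cells per well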
AHR activator = activators of human aryl hydrocarbon receptor | P35869 | AHR-responsive luciferase reporter cells, luminescence | activation, % at 5 µM | actives 2.5% (n = 320,000); in the data active means activation above about 47%;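 further: 0% = vehicle wells and 100% = reference agonist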
proCasp3 act = activates human procaspase-3; P42574; actives 0.11% (n = 330,000); activation, % at 8.5 µM; AID 463141; recombinant procaspase-3 D3A, Ac-DEVD-pNA absorbance 405 nm;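 active means activation above the mean of all tested compounds plus 3 SD, cut at about 21% in these data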;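 further: 0% = DMSO alone and 100% = DMSO wells spiked with extra 5 µM PC-3 D3A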
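assay system = Procaspase-3 D3A mutant | signal = absorbance at 405 nm, 0 and 120 min | times = 1 h preincubation plus 2 h reaction at 25 °C | repeats = single replicate | read-out = % activation between DMSO and enzyme-spiked controls | medium = Zinc-free HEPES saline buffer with Triton X-100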
LAP4 TOR yeast = yeast TOR pathway LAP4-GFP modulation; actives 0.34% (n = 320,000); S. cerevisiae LAP4-GFP multiplex, flow cytometry GFP, 3 h; median GFP as percent of DMSO wells; GFP response vs DMSO, % at 10 µM;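 active means GFP response vs DMSO above a set limit, about the screen mean plus 3 SD, cut at about 150% in these data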
proCasp7 act = counter-screen: procaspase-7 (human) activation. P55210. activation, % at 8.5 µM. AID 463210. recombinant procaspase-7, Ac-DEVD-pNA absorbance 405 nm; D23A/D198A/D206A triple mutant, cannot self-cleave; scale: DMSO 0, 5 µM enzyme 100. actives 0.093% (n = 330,000);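 active means percent activation above the screen-wide mean plus 3 SD, cut at about 25% in these data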
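Material: Procaspase-7 triple mutant (PC-7 D3A) | Quantity: 2 µM procaspase-7 mutant as dispensed | Reagent: DEVD-pNA substrate | Times: 1 h preincubation, 2 h reaction | Technique: 405 nm absorbance of p-nitroaniline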
EBNA-1 inhibitor = blocks EBNA-1 binding to DNA. EBNA-1 DNA binding, fluorescence polarization. inhibition, % at 14.8 µM. actives 0.34% (n = 300,000). AID 1950; in the data active means inhibition above about 28%
RPL19A TOR yeast = alters RPL19A-GFP fluorescence in TOR pathway yeast screen | S. cerevisiae RPL19A-GFP strain, flow cytometry, 3 h; active compounds read low | percent response vs DMSO, % at 10 µM | actives 0.3% (n = 330,000);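 active means percent response vs DMSO below 50%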;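 further: median channel GFP fluorescence of the barcoded RPL19A-GFP strain; ratio of sample median GFP to plate DMSO average so 100% = DMSO; lower means less RPL19A-GFP as with rapamycin TOR inhibition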
ZTA DNA inh = blocks Epstein-Barr virus ZTA, an EBNA-1 counter-screen. ZTA-DNA binding, fluorescence polarization. inhibition, % at 11 µM. actives 0.15% (n = 320,000). AID 2234; in the data active means inhibition above about 33%
An asterisk follows results filed as active; . = not tested or not shown.

The first 5 records (preview)
SMILES | MEP2-GFP yeast | AHR activator | proCasp3 act | LAP4 TOR yeast | proCasp7 act | EBNA-1 inhibitor | RPL19A TOR yeast | ZTA DNA inh
O=C(COC(=O)CSc1ccc2ccccc2c1)NC1CCCC1 | 107 | 18 | -16 | 102 | -10 | -12 | 103 | 2
Cc1cccc([C@@H]2[C@@H]3C(=O)N(Cc4ccccc4)C(=O)[C@@H]3[C@]3(C)C(=O)N(c4ccc(C(F)(F)F)cc4)C(=O)N23)c1 | 91 | 6 | 4 | 111 | -2 | 8 | 93 | 11
Cc1ccc(S(=O)(=O)N2CCOCC2)cc1NC(=O)CSc1nnnn1C | 105 | 0 | -2 | 102 | 17 | 1 | 110 | 0
Cc1ccc(NC(=O)CN(C)C(=O)COC(=O)/C=C/c2cccs2)cc1 | 106 | 1 | 11 | 104 | 7 | 5 | 98 | -2
Cc1ccc(C)c(SCC(=O)Nc2cccc(S(=O)(=O)NC3=NCCCCC3)c2)c1 | 103 | 7 | -4 | 97 | 8 | -4 | 107 | 10

All compounds of this part, from the start:
SMILES | MEP2-GFP yeast | AHR activator | proCasp3 act | LAP4 TOR yeast | proCasp7 act | EBNA-1 inhibitor | RPL19A TOR yeast | ZTA DNA inh
O=C(COC(=O)CSc1ccc2ccccc2c1)NC1CCCC1 | 107 | 18 | -16 | 102 | -10 | -12 | 103 | 2
Cc1cccc([C@@H]2[C@@H]3C(=O)N(Cc4ccccc4)C(=O)[C@@H]3[C@]3(C)C(=O)N(c4ccc(C(F)(F)F)cc4)C(=O)N23)c1 | 91 | 6 | 4 | 111 | -2 | 8 | 93 | 11
Cc1ccc(S(=O)(=O)N2CCOCC2)cc1NC(=O)CSc1nnnn1C | 105 | 0 | -2 | 102 | 17 | 1 | 110 | 0
Cc1ccc(NC(=O)CN(C)C(=O)COC(=O)/C=C/c2cccs2)cc1 | 106 | 1 | 11 | 104 | 7 | 5 | 98 | -2
Cc1ccc(C)c(SCC(=O)Nc2cccc(S(=O)(=O)NC3=NCCCCC3)c2)c1 | 103 | 7 | -4 | 97 | 8 | -4 | 107 | 10
Cc1nnc(SCC(=O)NC(=O)NC(C)(C)C)s1 | 97 | -1 | 3 | 109 | 1 | 4 | 100 | 8
COc1ccccc1C(=O)C1Nc2ccccc2-c2nnc(SC)nc2O1 (stereo not given) | 93 | 8 | -5 | 94 | -9 | -12 | 98 | -4
O=C(N/N=C/c1ccc(OCC(=O)N2CCCCC2)cc1)c1ccccc1O | 96 | 36 | 9 | 95 | -9 | 6 | 94 | 11
COc1cccc(Oc2cc(Cl)nc(N)n2)c1 | 102 | 7 | 5 | 93 | 9 | -4 | 100 | -20
COc1ccc(CN(C)C(=O)c2ccc(Cl)c(S(=O)(=O)NCc3cccnc3)c2)cc1F | 93 | 0 | 13 | 95 | -4 | . | 99 | -22
CCOC(=O)C1CCN(C(=O)CCc2ccccc2)CC1 | 106 | 0 | 3 | 99 | -2 | 2 | 99 | -11
Nc1nc(NCc2ccco2)nc(NC2CCCCC2)c1[N+](=O)[O-] | 94 | -1 | 1 | 101 | 4 | 4 | 92 | 6
Cc1ccc(-c2nnn(CC(=O)N(c3ccccc3)C(C(=O)NCC3CCCO3)c3ccc(F)cc3)n2)o1 (stereo not given) | 106 | 1 | 3 | 105 | 6 | -4 | 98 | 10
C(=N\N=C\c1cccs1)/c1cccs1 | 110 | 25 | 11 | 109 | 6 | -10 | 96 | 13
Cc1nnsc1C(=O)NNc1ccc(C(C)C)cc1 | 98 | 24 | -9 | 107 | 12 | -2 | 95 | 3
COc1ccc(C2c3ccc4ccccc4c3Oc3ncn(CCN4CCOCC4)c(=N)c32)cc1 (stereo not given) | 98 | 5 | 3 | 96 | -3 | -6 | 99 | 3
O=c1cc(-c2ccc(F)cc2F)[nH]c2ccccc12 | 97 | 2 | 5 | 105 | -8 | -9 | 101 | -19
COc1cc(C(=O)N/C(=C\c2cn(S(=O)(=O)N(C)C)c3ccccc23)C(=O)N2CCCC2)cc(OC)c1OC | 100 | 3 | 5 | 95 | -2 | -10 | 99 | -3
COc1ccc(OC)c(S(=O)(=O)Nc2ccc(-c3ccc4nnc(C)n4n3)cc2)c1 | 104 | 2 | 6 | 109 | 9 | -1 | 101 | 16
CC1CN(CC(O)COc2ccc(C(=O)c3ccccc3)cc2)CC(C)O1 (stereo not given) | 90 | 7 | 3 | 88 | -4 | 1 | 93 | 0
COc1cc(NS(=O)(=O)c2ccc(Nc3nc(-c4ccccc4)cs3)cc2)nc(OC)n1 | 108 | 0 | -4 | 108 | -2 | 13 | 96 | -4
Cc1ccc(/C=N/n2nnnc2N)o1 | 97 | 1 | 8 | 98 | 8 | -2 | 98 | 0
C#CCOCCOCCOCCNc1nc(N2CCN(C(=O)[C@H](CCCCN)n3cc([C@@H](N)C(C)CC)nn3)CC2)nc(N2CCN(C(=O)[C@H](Cc3cc4ccccc4[nH]3)n3cc([C@@H](N)CC(C)C)nn3)CC2)n1 (stereo not given in full) | 90 | 13 | -2 | 105 | 4 | 0 | 100 | -8
COc1ccc(C(C)=O)cc1CSc1nc2ccccc2c(=O)n1-c1ccccc1 | 95 | 3 | -8 | 82 | -3 | 11 | 100 | -7
O=C(O)C1C2C=CC(C2)C1C(=O)Nc1ccc(C(=O)N2CCCCC2)c(Cl)c1 (stereo not given) | 92 | 2 | -9 | 88 | -4 | -1 | 98 | 6
CC1=C(C(=O)Nc2cc(C(=O)NCCC(C)C)ccc2C)SCCO1 | 116 | 4 | 0 | 94 | 4 | 0 | 102 | 1
CCCCn1c(N)c(N(CC(C)C)C(=O)CN(C)S(=O)(=O)c2ccc(NC(C)=O)cc2)c(=O)[nH]c1=O | 103 | 2 | 0 | 111 | 3 | 15 | 101 | 15
Cc1ccc(N2C(=O)N(CC(=O)Nc3cc(C)cc(C)c3)C(=O)C2C)cc1 (stereo not given) | 96 | 7 | -1 | 107 | -2 | 4 | 96 | -3
CC(=O)n1cc([C@H]2C=C(C(=O)Nc3ccccc3)O[C@@H](OCc3ccc(CO)cc3)C2)c2ccccc21 | 92 | 30 | -5 | 134 | -4 | 2 | 94 | 17
Cc1ccc2c(c1)N(CCC(=O)NCCCOC(C)C)C(=O)C(C)O2 (stereo not given) | 97 | -1 | 6 | 109 | -10 | -1 | 94 | 14

Part of the list above, reformatted:
Below each SMILES: MEP2-GFP yeast	AHR activator	proCasp3 act	LAP4 TOR yeast	proCasp7 act	EBNA-1 inhibitor	RPL19A TOR yeast	ZTA DNA inh
Cc1ccc(N2C(=O)N(CC(=O)Nc3cc(C)cc(C)c3)C(=O)C2C)cc1 (stereo not given)
    96	7	-1	107	-2	4	96	-3
COc1ccc(C(C)=O)cc1CSc1nc2ccccc2c(=O)n1-c1ccccc1
    95	3	-8	82	-3	11	100	-7

Continuation:
SMILES | MEP2-GFP yeast | AHR activator | proCasp3 act | LAP4 TOR yeast | proCasp7 act | EBNA-1 inhibitor | RPL19A TOR yeast | ZTA DNA inh
O=C(c1cccc(Cl)c1)N1CCN(c2ccc(N3CCOCC3)nn2)CC1 | 99 | -2 | -6 | 103 | 16 | 1 | 100 | -8
CC(=O)NNc1cccc(Cl)n1 | 93 | 1 | 0 | 90 | 7 | 4 | 94 | 1
CCC/C(O)=C1\C(=O)CC(c2ccccc2)CC1=NCCc1c(C)[nH]c2ccc(C)cc12 (stereo not given) | 95 | 0 | 6 | 96 | -6 | 7 | 98 | 15
COc1cc2ccccc2cc1C(=O)Nc1ccc(S(=O)(=O)Nc2cc(C)on2)cc1 | 108 | -1 | -2 | 103 | 0 | 15 | 99 | 0
Cc1ccc(NC(=O)CSCc2cc(=O)n3cc(C)sc3n2)c(C)c1 | 111 | 5 | 6 | 116 | -2 | -10 | 105 | 4
Cc1ccc(C)c(NS(=O)(=O)c2c(C)[nH]c(C)c2C(=O)N2CCCCC2)c1 | 102 | 8 | -3 | 101 | 4 | 10 | 100 | 7
C/C(=N\NC(=S)NCCc1ccccc1)c1cccc(Br)c1 | 104 | 7 | 3 | 107 | -3 | 10 | 102 | 29
CCCCOc1cc(C)nc(NCc2ccccc2)n1 | 103 | 0 | -1 | 88 | -5 | -13 | 99 | -7
Cc1cccn(Cc2c(Cl)cccc2Cl)c1=O | 92 | 0 | -3 | 118 | 4 | 13 | 96 | 4
Oc1cccc2ccc(/C=C/c3ccccc3Br)nc12 | 94 | 28 | 14 | 123 | 0 | -14 | 101 | -1
COc1ccccc1CNC(=O)c1ccccc1C(=O)NC(C)(C)C(=O)NCc1ccccc1OC | 102 | 1 | 6 | 106 | -1 | 3 | 102 | 11
Cc1ccccc1-c1noc(-c2ccccc2C(=O)N2CCCC2)n1 | 96 | 12 | 12 | 97 | 5 | 8 | 100 | 2
O=C(NCCc1ccccn1)c1cccc(S(=O)(=O)N2CCc3ccccc32)c1 | 100 | 10 | -3 | 96 | 7 | -2 | 98 | 5
CCN(C(=O)CSc1nc2scc(-c3ccccc3)c2c(=O)n1C)C1CCS(=O)(=O)C1 (stereo not given) | 93 | 0 | -1 | 96 | -2 | . | 90 | .
Cc1ccc(NC(=O)CN(C)C(=O)Cn2nnc(-c3ccccc3)n2)cc1 | 92 | 1 | 2 | 100 | -1 | -4 | 90 | 5
COc1ccc(CCN2CC(C(=O)N(C)CCOc3ccccc3)CCC2=O)cc1 (stereo not given) | 98 | 2 | 9 | 98 | -7 | 1 | 101 | -4
CCn1cc(C(=O)N2CC(C)CC(C)C2)c(=O)c2cc(S(=O)(=O)N(C)C)ccc21 (stereo not given) | 99 | 2 | 0 | 104 | -3 | 6 | 98 | 8
CC(=O)N1Cc2ccccc2C(C)CC12CCCCC2 (stereo not given) | 102 | 3 | 1 | 89 | -4 | -4 | 93 | -11
COc1ccc(-n2nnnc2SCC(=O)Nc2nnc(C)s2)cc1 | 92 | 4 | -7 | 89 | 4 | 5 | 93 | -3
CC1CCCCC1NC(=O)Cn1c(CN2CCCCC2)nc2ccccc2c1=O (stereo not given) | 96 | 12 | 12 | 95 | -6 | -4 | 96 | -9
COc1ccccc1Nc1nc(N)nc(CSCCO)n1 | 100 | 7 | -2 | 104 | 0 | 5 | 100 | 9
CNC(=O)Cn1c(=O)n(C)c2ccccc21 | 85 | -2 | 0 | 89 | 13 | -2 | 87 | -3
CCc1noc(C)c1C(=O)OCC(=O)N(CCOC)c1c(N)n(Cc2ccccc2)c(=O)[nH]c1=O | 109 | 2 | -14 | 111 | 17 | 14 | 103 | 5

Compounds were not picked by outcome; overall some 3.8% were active at least once.
